AMA1 RON2 block = inhibitors of Plasmodium falciparum AMA1-RON2 interaction | AlphaScreen AMA1-biotinylated RON2 peptide binding | Potency, µM (top dose mostly 58.2 µM), for inactives: top-dose activity change, negative = inhibition, most hits filed as inhibitors | 360,000 compounds, 0.2% hits | AID 720542;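 note: potency is the fitted concentration of half-maximal effect; 0% = vehicle wells and -100% = peptide control; nearly all actives have a fitted effect of over 45% in size; some results filed as inactive show a strong effect at the top dose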
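AMA1 (3D7) with his tag at 25 nM final met compounds first, then biotinylated RON2 peptide at 25 nM; detection used donor plus acceptor beads, 10 µg/mL apiece, read by AlphaScreen after 30 min at room temperature.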
Cycloheximide cs = affects cycloheximide protein synthesis inhibition readout, counter-screen; max response, %; cell reporter, cycloheximide protein synthesis inhibition counterscreen; 300,000 compounds, 12% hits; in the data active = max response mostly above about 13%, no sharp cut-off; inactive = mostly below about 14%; note: read at 38.3 µM for the half of the compounds with a filed dose; 0% is about no effect
Shiga toxin inh = blocks Shiga toxin action in Vero cells. 290,000 compounds, 9.2% hits. inhibition, % at 38.7 µM. Vero cells, Shiga toxin protein synthesis inhibition reporter; in the data active = inhibition mostly above about 28%, no sharp cut-off; inactive = mostly below about 43%; note: 0% is about no effect
Pf growth 48h = P. falciparum growth inhibition at 48 hours (one generation); P. falciparum luciferase growth in erythrocytes, 48 h; 310,000 compounds, 5.9% hits; AID 504832; Potency, µM (titrated, usually from 28.7 µM), for inactives: at the highest dose activity change, negative = inhibition, most hits filed as inhibitors; note: potency is the fitted concentration of half-maximal effect; % is set by controls: 0 for no effect and ±100 for the full control effect
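A one-generation exposure of luciferase-tagged malaria parasites in RPMI 1640/Albumax erythrocyte culture, 37 C and 5% CO2. Inhibition is inferred from decreased luminescence after adding detection reagent.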
Pf growth 96h = P. falciparum growth inhibition at 96 hours; 320,000 compounds, 6.9% hits; P. falciparum luciferase reporter growth, 96 h; Potency, µM (doses to about 28.7 µM), inactives show at the highest dose activity change, negative = inhibition, actives largely listed as inhibitors; AID 504834; note: potency is the fitted concentration of half-maximal effect; % is set by controls: 0 for no effect and ±100 for the full control effect
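Compounds incubated with erythrocytes infected by luciferase-expressing P. falciparum (2% hematocrit, 0.05% parasitemia final) for 96 hours, 37 C in 5% CO2. Growth inhibition scored as decreased luciferase luminescence.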
TbPYK inhibitor = inhibitors of Trypanosoma brucei pyruvate kinase. Q57TT1. TbPYK enzyme, Kinase-Glo Plus ATP luminescence, 45 min. Potency, µM (doses to about 76.8 µM), inactives show top-dose activity, negative = inhibition, most hits filed as inhibitors. 410,000 compounds, 0.12% hits. AID 624173; note: potency is the fitted concentration of half-maximal effect; % is set by controls: 0 for no effect and ±100 for the full control effect; nearly all actives have a fitted effect of over 50% in size
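Activity of T. brucei pyruvate kinase was followed by Kinase-Glo Plus luminescence after the enzyme reacted 45 min at room temperature with 130 uM ADP (final) and substrate. Test compounds were added before ADP at multiple concentrations.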
LmPK inhibitor = blocks Leishmania mexicana pyruvate kinase activity. Q27686. Potency, µM (top dose mostly 57.5 µM), for the others: at the highest dose activity change, negative = inhibition, usual class: inhibitors. purified LmPK, Kinase-Glo ATP luminescence, 1 h. 290,000 compounds, 0.37% hits; note: potency is the fitted concentration of half-maximal effect; % is set by controls: 0 for no effect and ±100 for the full control effect
Target sequence (Q27686 whole entry, looked up): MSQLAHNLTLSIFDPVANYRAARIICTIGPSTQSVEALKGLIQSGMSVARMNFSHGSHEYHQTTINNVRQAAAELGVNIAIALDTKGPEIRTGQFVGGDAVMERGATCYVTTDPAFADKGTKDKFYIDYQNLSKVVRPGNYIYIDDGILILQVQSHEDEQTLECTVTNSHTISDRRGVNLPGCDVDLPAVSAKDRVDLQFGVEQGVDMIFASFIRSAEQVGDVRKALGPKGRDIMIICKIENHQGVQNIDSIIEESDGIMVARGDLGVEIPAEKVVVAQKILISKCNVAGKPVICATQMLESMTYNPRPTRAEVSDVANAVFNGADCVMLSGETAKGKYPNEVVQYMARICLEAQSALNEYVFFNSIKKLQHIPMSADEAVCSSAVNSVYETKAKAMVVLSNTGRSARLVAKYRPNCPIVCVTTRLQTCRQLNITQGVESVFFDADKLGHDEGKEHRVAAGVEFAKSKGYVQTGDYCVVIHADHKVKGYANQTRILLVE
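Pyruvate kinase activity monitored as ATP production (luciferase luminescence). Conditions: 0.1 nM enzyme, 0.5 mM PEP, 0.1 mM ADP, 1 h, RT; normalized against uninhibited and no-enzyme wells.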
The depositor's hits bear a star; ? = inconclusive; . = no result given; & = joins results of further samples; [ ] = another dose, or the depositor's remark. Unless noted, calls come from the whole dose curve; as a rule, active = well fitted curve in the direction sought with a large enough effect; inconclusive = small, poorly fitted or top-dose-only effect, or another doubt; inactive = no such curve, though single readings can be large; an effect the other way counts as inactive or inconclusive. Rows are unselected; overall some 21% were active at least once.

SMILES	AMA1 RON2 block	Cycloheximide cs	Shiga toxin inh	Pf growth 48h	Pf growth 96h	TbPYK inhibitor	LmPK inhibitor
Cn1c(N)c(C(=O)COC(=O)/C=C/c2ccc(F)cc2)c(=O)n(C)c1=O	10%	.	.	?	?	-2%	.
Cc1cccc(Cc2nnc(CCC(=O)NCc3cn4ccccc4n3)o2)c1	-5%	2	-3	-8%	-21%	1%	4%
CCOC(=O)c1cccc(NC(=O)CCNS(=O)(=O)c2cccc3nonc23)c1	0%	-5	20	-9%	-8%	-10%&-4%	1%
Cc1ccc(-c2ccc(=O)n(CC(=O)NCCCN3CCCCC3C)n2)cc1 (configuration not stated)	-9%	-2	16	9%	-5%	3%	-2%
CCOc1ccc(N(CC(=O)N/N=C/c2cccnc2)S(C)(=O)=O)cc1	-5%	5	-20	0%	4%	-2%	10%
COc1ccccc1NC(=O)Cc1csc(N)n1	5%	-4	-5	1%	6%	-4%	5%
O=[N+]([O-])c1ccccc1CS(=O)(=O)c1ccccc1	11%	.	.	3%	16%	1%	.
COc1ccccc1NS(=O)(=O)c1cccc(C(=O)OCC(=O)NC2CC2)c1	3%	.	.	16%	3%	-1%	.
CN(C(=O)COC(=O)c1cccc(S(=O)(=O)N2CCOCC2)c1)C1CCS(=O)(=O)C1 (configuration not stated)	2%	.	.	25%	22%	10%	.
COc1cc2ccccc2cc1C(=O)N(CCN(C)C)c1nc2c(C)cccc2s1	-3%	-1	-11	?	?	-3%	-4%
COc1ccccc1NC(=O)CSc1sc2c(O)cc(=O)[nH]c2c1C#N	-21%	-4	1	17%	16%	-13%	-2%
CCN1C(=NCCc2cccnc2)N[C@@H](c2ccccc2)[C@H](C(=O)OC)[C@H]1C	102%[activator]	2&3	-10&12	36%&30%[activator]	7.4µM*	6%	0%&6%
CC(C)Oc1ccc(S(=O)(=O)N2CCOCC2)cc1NC(=O)c1cc([N+](=O)[O-])ccc1N1CCOCC1	14%	.	.	13µM*	12µM*	-7%	.
CCC1CC(C)(C(=O)Nc2ccc(S(N)(=O)=O)cc2)OC1=O (configuration not stated)	-3%	5	-12	20%	.	-1%	3%
Cc1ccc(C)c(/C(O)=C2/C(=O)C(=O)N(CCN3CCOCC3)C2c2ccc(C)o2)c1 (configuration not stated)	-18%	-1	-17	-9%	13%	-6%	6%
CCCCN(C(=O)C1CCCC1)c1c(N)n(CCC)c(=O)[nH]c1=O	-11%	.	.	-7%	2%	-5%	.
CCOC(=O)C1CCCN(S(=O)(=O)c2c(C)c(C)cc(C)c2C)C1 (configuration not stated)	10%	0	-8	-20%	46%[activator]	-7%	5%
COC(=O)C1CCN(C(=O)C23CCC(C)(C(=O)O2)C3(C)C)CC1 (configuration not stated)	-22%	-1	4	18%	.	4%	-7%
COc1ccc(OC)c(NC(=O)c2nc3ccccc3s2)c1	1%	31*	44	68%[activator]	37%[activator]	-1%	1%
COc1cc(/C=N/Nc2ncc(C(F)(F)F)cc2Cl)cc(OC)c1OC	4%	-2	8	4.7µM*	?	3%	5%
COc1ccccc1CNC(=O)c1cc(=O)c2ccccc2o1	-1%	29	24	-36%	?	5%	4%
Cc1cc(C)c(C(=O)NCCCN2CCOCC2)c(C)c1	7%	-4	-3	8%	?	2%	0%
C[C@]12CCC(=O)CC1CCC1C2CC[C@@]2(C)C1CC[C@@]21CCO1 (some centres not stated)	-2%	0	11	?	?	1%	-9%
O=C(NCCN1CCOCC1)/C(=C\c1ccccc1F)NC(=O)c1ccccc1	10%	-6	-12	10%	-38%	-3%	-12%
CC(=O)N1c2ccc(S(=O)(=O)NCCC(=O)Nc3ncccc3C)cc2CC1C (configuration not stated)	-1%	-3	-3	11%	-8%	3%	4%
COCCn1nnnc1CN1CCN(C(=O)c2ccco2)CC1	-1%	-3	-4	7%	-27%	-10%	5%
CCN1CCN(c2nc(Nc3ccc(NC(C)=O)cc3)nc(Nc3ccc(NC(C)=O)cc3)n2)CC1	1%	-3	-3	?	?	2%	2%
CCCNC(=O)OC[C@H]1O[C@H](CCO/N=C(\C)CCN2CCc3nc(-c4ccccc4)c(-c4ccccc4)cc3C2)C=C[C@@H]1Oc1ccc(OC)cc1	.	1	34	5.9µM*	4.7µM*	.	2%
Cc1n[nH]c(=O)nc1NCc1ccccc1	-13%	-7	12	7%	-78%	-4%	-1%
CCCC(=O)Nc1cc(-c2nn(C)c(=O)c3ccccc23)ccc1OC	18%	-9	-18	?	?	0%	0%

4 compounds from above, limited to LmPK inhibitor.
| SMILES | LmPK inhibitor |
| --- | --- |
| COCCn1nnnc1CN1CCN(C(=O)c2ccco2)CC1 | 5% |
| CCN1CCN(c2nc(Nc3ccc(NC(C)=O)cc3)nc(Nc3ccc(NC(C)=O)cc3)n2)CC1 | 2% |
| CCCNC(=O)OC[C@H]1O[C@H](CCO/N=C(\C)CCN2CCc3nc(-c4ccccc4)c(-c4ccccc4)cc3C2)C=C[C@@H]1Oc1ccc(OC)cc1 | 2% |
| Cc1n[nH]c(=O)nc1NCc1ccccc1 | -1% |

Remaining list, next part.
SMILES	AMA1 RON2 block	Cycloheximide cs	Shiga toxin inh	Pf growth 48h	Pf growth 96h	TbPYK inhibitor	LmPK inhibitor
CCC(C)(C)NC(=O)C(c1ccc(C)cc1)N(Cc1cccs1)C(=O)c1ccc2c(c1)OCCO2 (configuration not stated)	-19%	-2	-14	?	12µM*	-28%	-1%
O=S(=O)(c1ccc(Cl)c(C(F)(F)F)c1)N1CCN(CC(O)COc2ccccc2F)CC1 (configuration not stated)	-19%	-6	-14	?	?	1%	0%
COc1ccc(Cn2nnnc2C(c2ccc(N(C)C)cc2)N2CCC(C(N)=O)CC2)cc1 (configuration not stated)	?	-2	-6	4%	30%[activator]	-14%	3%
COc1ccc(NS(=O)(=O)c2ccc(C)c(C(=O)NC3CCN(Cc4ccccc4)CC3)c2)cc1	-21%	-2	-2	10µM*	7.4µM*	2%	-8%
O=[N+]([O-])c1ccc(Sc2cc[n+]([O-])c3ccccc23)c([N+](=O)[O-])c1	-18%	1	-11	-11%	-7%	-3%	1%
NC(=S)Nc1ccc2cn[nH]c2c1	-7%	-1	-7	34%[activator]	78%[activator]	-6%	-5%
Cc1ccc(C)c(OCc2cc(C(=O)N3CCN(C(=O)c4ccco4)CC3)no2)c1	-4%	42*	78*	-3%	0%	-1%	-6%
COc1ccc(/C=N/NC(=O)Cc2cccs2)cc1	7%	62*	64*	91%[activator]	?	4%	0%
O=C(CN1CCN(c2ccccc2)CC1)Nc1ccccc1Sc1ccccc1	-10%	1	-8	?	9.3µM*	-5%	6%
CCOC(=O)C(=CNc1ccc(C(F)(F)F)cc1)C(=O)OCC	11%	-2	23	?	13%	-2%	-12%
CCOc1ccc(-n2c(C)nc3cc(C(=O)NCCCN4CCOCC4)ccc32)cc1	-2%	-1	-11	-16%	?	-3%	7%
Cc1csc(NC(=O)CSc2nccn2Cc2ccco2)n1	0%	6	23	24%	31%[activator]	1%	-7%
Cc1cccc(-n2c(O)c(/C=C/C=Nc3ccccc3)c(=O)[nH]c2=O)c1	5%	-3	-5	0%	2%	-1%	-1%
Cc1cc(O)cc(=O)n1Cc1ccco1	0%	-2	-18	30%[activator]	?	1%	-5%
CC(C)(C)OC(=O)NCCCCCc1nnc(SCC(N)=O)o1	2%	2	4	20%	7%[5.75 µM]	1%	-3%
COc1ccc(C(=O)NCc2csc(-c3cccs3)n2)cc1	1%	1	13	28%	34%[activator]	-1%	5%
Cc1nc(C)c(C(=O)NCc2ccc(Cl)cc2)o1	19%	-3	-31	12%	16%	2%	-1%
COCC(=O)Nc1c(C(=O)Nc2cccc(OC)c2)oc2ccccc12	6%	48*	58*	109%[activator]	18%	0%	2%
CC(=O)c1ccc(NC(=O)c2cc3nc4c(c(C(F)(F)F)n3n2)CCCC4)cc1	.	38*	60*	?	?	.	0%
O=C(c1ccc(F)cc1)C(CCCCCC(CN1CCOCC1)C(=O)c1ccc(F)cc1)CN1CCOCC1 (configuration not stated)	-7%	-1	-12	?	9.3µM*	-3%	2%
Cc1ccc(C(=O)NCc2ccc(N3CCN(C)CC3)cc2)cc1C	-11%	16	20	6%	-8%	-4%	-6%
CCn1c(=O)cc(SCC(=O)NCCCN2CCN(c3ccccc3F)CC2)c2ccccc21	0%	15	-6	12µM*	?	-1%	-1%
CN(c1ncc(C(F)(F)F)cc1Cl)N1C(=O)c2cccc([N+](=O)[O-])c2C1=O	6%	-3	-6	1%	36%[activator]	1%	0%
Cc1cc(C)cc(NC(=O)CSc2n[nH]c(-c3cccnc3)n2)c1	-18%	-3	-4	-2%	5%	0%	0%
Cn1cc(Br)c(C(=O)Nc2ccc3c(C(F)(F)F)cc(=O)oc3c2)n1	6%	1	11	4%	-22%	-7%	-10%
Cn1cnc([N+](=O)[O-])c1SCC(O)CCl (configuration not stated)	23%	12	-20	?	-15%	-1%	10%
CCN(CC(=O)Nc1ccc(NC(C)=O)cc1)C(=O)CCCc1nc2ccccc2c(=O)[nH]1	0%	.	.	12%	19%	-5%	.
Cc1ccc(C(=O)N2CCN(c3ccc(NC(=O)COc4ccccc4C)cc3)CC2)cc1	-27%	9	-10	8.3µM*	?	3%	0%
Cc1ccc(/C(N)=N/OC(=O)CCC2CCCC2)cc1	-1%	-3	3	37%[activator]	-2%	4%	-5%
O=C(Cn1nnc2ccccc21)N1CCCCC1	-27%	10	13	-5%	101%[activator]	0%	-1%
Cc1cc(=O)n2c(n1)OC(CO)C2 (configuration not stated)	7%	18	20	25%	16%	-5%	-10%
O=C(CSc1ccc(-c2cccc([N+](=O)[O-])c2)nn1)N1CCCCC1	-2%	18	30	?	3%	0%	12%
CCC(C)(C)n1nnnc1C(c1ccccc1F)N1CCN(C(=O)c2ccco2)CC1 (configuration not stated)	-9%	-5	-3	-24%	21%	2%	-6%
COC(=O)c1ccc(NC(=O)c2ccc(CN3CCOCC3)cc2)cc1	-2%	1	-3	?	.	?	-5%
COc1ccc(CCNC(=O)CCNC(=O)N2CC(=O)Nc3ccccc32)cc1	-3%	4	-5	18%	?	3%	1%
CCOC(=O)c1cnc2cc3c(cn2c1=O)CCCC3	0%	28*	55*	176%[activator]	?	-6%	-5%
Cc1ccc(S(=O)(=O)N2CCC(C(=O)N3CCC[C@H]3C(=O)NC3CCS(=O)(=O)C3)CC2)cc1 (some centres not stated)	7%	-1	-7	15%	.	1%	0%
CN(C)c1c([N+](=O)[O-])cc2[nH]c(=O)[nH]c2c1[N+](=O)[O-]	-1%	-1	-11	26%	.	4%	3%
Cc1cc(Br)c(OCc2ccc(C(=O)N/N=C3\CC(=O)CC(C)(C)C3)cc2)c(Br)c1	85%[activator]	1	-14	?	0%	-9%	1%
CCc1cccc(CC)c1NC(=S)NCc1nc2ccccc2[nH]1	17%	2	-4	-8%	-5%	-2%	-2%

Screening results: PubChem BioAssay, National Center for Advancing Translational Sciences (NCATS)
